# BRCA1 expr up = qHTS Assay to Identify Small Molecule Activators of BRCA1 Expression; MCF7-BRCA1-FFLuc reporter, luminescence, 48 h; response scale: scaled: vehicle 0%, 10 µM genistein 100%; Potency, µM (series often up to 46.1 µM), for the others: at the highest dose activation, actives largely listed as activators; 380,000 tested, 1.1% active; active = well fitted activation curve with a large enough effect; also: nearly all actives have a fitted effect of over 80% in size; some results filed as inactive show a strong effect at the top dose
#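 Compounds are tested at multiple concentrations on MCF7 BRCA1-luciferase reporter cells seeded at 2000 per well; after 48 h, a single luminescence end-point is taken and curves fitted to the normalized data.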
# * = called active by the depositor; & = joins results of further samples. Potency is read from the fitted curve at half-maximal effect.
SMILES,BRCA1 expr up
Cc1n[nH]c(C)c1S(=O)(=O)N(CC(=O)NCc1ccccc1Cl)c1ccc(C(C)C)cc1,-36%
COc1cccc(NC(=O)Nc2cccc(-c3cn4cccnc4n3)c2)c1,13%
COc1ccc(CCNC(=O)CCn2c(=O)c3ccccc3n(Cc3ccc(Cl)cc3)c2=O)cc1OC,15%
COc1ccccc1-c1nn(CCC(=O)Nc2ccc(C)cc2)c2nc(C)cc(C)c12,-2%
O=C(Nc1ccc(Oc2ccccc2)cc1)c1csc([C@H]2C[C@H](O)[C@@H](CO)O2)n1,4%
O=C(CCS(=O)(=O)c1cc2c(cc1Cl)NC(=O)CO2)NCc1ccccc1Cl,-4%
CC(=O)Nc1cccc(-c2ccnc3c2CC(C)(C(=O)NCCc2ccccc2)O3)c1 (configuration not stated),-11%
CC(O)(c1cccc(F)c1)c1nc(-c2ccccc2)cs1 (configuration not stated),0%
COc1ccc(CNC(=O)Nc2cn(CC(C)C)c(=O)c3ccccc23)cc1,6%
CCCc1nc2ccc(Cl)cn2c1Cc1ccccc1,9%
CC(=O)N1C[C@H]2CON(C)[C@H]2C[C@H]1c1ccccc1,19%
CC(=O)c1cccc(NC(=O)CCc2c(C)nc3c(-c4ccc(F)cc4)c(C)nn3c2C)c1,3%
Cc1ccc(S(=O)(=O)N2C[C@H]3C(=O)C[C@@H](c4ccccc4)N(S(=O)(=O)c4ccccc4[N+](=O)[O-])[C@H]3C[C@H]2c2ccccc2)cc1,-10%
COc1ccc2c(CN3CCCCCCC3)cc(=O)oc2c1,88%
Cc1cnc(C)c(Nc2nc(C(N)Cc3ccccc3)cs2)n1 (configuration not stated),-23%
O=S1(=O)CC(N2CCCC2)CN1Cc1cn(Cc2ccc(Cl)cc2)nn1 (configuration not stated),12%
CCNC(=O)C1CCCN(C(=O)c2ccc3snnc3c2)CC1 (configuration not stated),1%
CCCCCCCCN1C(=O)[C@H](CC(=O)NCCCN2CCCC2=O)C[C@@]2(C(=O)OCC)CCCC=C12,4%
Nc1nc(NCc2ccc(Cl)cc2Cl)c2[nH]cnc2n1,-9%&-10%
CN1C=Nc2c(ncn2C2CCC(CO)O2)C1O (configuration not stated),19%
CC(C)c1ccc(NC(=O)Nc2nnc([C@@H]3C[C@H](O)[C@@H](CO)O3)s2)cc1,13%
COc1ccc(C)cc1NC(=O)C1CCCN(S(=O)(=O)c2ccc3c(c2)oc(=O)n3C)C1 (configuration not stated),4%
CC(C)Oc1ccc(C(=O)Nc2c(C(=O)Nc3cccc(F)c3)oc3ccccc23)cc1,2%
COc1cc(NC(=O)Cn2c(=O)n(-c3ccccc3)c(=O)c3c4c(sc32)CCCC4)cc(OC)c1,7%
Cc1cnc(C(=O)N(c2ccc(N3CCOCC3)cc2)C2C(=O)Nc3ccccc3N=C2c2ccc3c(c2)OCO3)cn1 (configuration not stated),9%

# Continued.
SMILES,BRCA1 expr up
Cc1cccc(C)c1-n1nnnc1C1c2ccccc2C(=O)N1CCCN1CCOCC1 (configuration not stated),21%
CCc1nc2ccc(C(=O)NCCN3CCNC3=O)cn2c1N(C)CCC(C)C,18%
Cc1nc2ccc(NC(=O)C3(C)CCCN(C(C)C)C3)cc2o1 (configuration not stated),19%
CCOC(=O)C1=CC[C@@H](c2ccccc2)N(S(=O)(=O)c2ccc(C)cc2)[C@H]1c1ccc(CC)cc1,-17%
NCC(=O)c1c[nH]c2ccccc12,13%
Cc1ccc(CN2C(=O)C(C)Sc3ccc(C#N)cc32)cc1 (configuration not stated),8%
CC(O)(c1cccc(F)c1)c1nc(-c2cccc(C#N)c2)cs1 (configuration not stated),-14%
COc1ccc2nc3oc(C(=O)NCc4ccccc4OC)cc3cc2c1,5%
NC(=O)c1cccc(-c2csc(C(O)c3cccc(Cl)c3)n2)c1 (configuration not stated),1%
Cn1c(=O)oc2cc(S(=O)(=O)N3CCC(C(=O)Nc4ccc(F)c(Cl)c4)CC3)ccc21,2%
CC(C)c1ccc(C(=O)Nc2cccc3cccnc23)cc1,-25%
Cc1cc(C)cc(NC(=O)C2CCN(C(=O)c3cnn(-c4ccccc4)c3-n3cccc3)CC2)c1,-22%
COC(=O)N1CCCCC1c1cc(C(=O)NCc2ccc(Cl)c(Cl)c2)no1 (configuration not stated),-9%
Cc1ccccc1S(=O)(=O)NC(=O)C1(C)CCN1C(=O)c1c(C)noc1C (configuration not stated),13%
O=C(CCn1c(=O)c2ccccc2n(CC(=O)Nc2cccc(F)c2)c1=O)NCCc1ccccc1,3%
CCOC(=O)c1c(N)n(-c2ccccc2CC)c2nc3ccccc3nc12,-20%
Cc1ccc(CN2CCC(CNC(=O)Nc3c(C)cccc3C)C2)cc1 (configuration not stated),0%
CC(=O)Nc1cccc(-c2nnc(SCC(=O)c3ccc([N+](=O)[O-])cc3)o2)c1,2%
Fc1ccc2[nH]c3c(NCc4ccco4)ncnc3c2c1,-45%
CC[N+]1(CC(=O)c2cccs2)CCCCC1,-4%
CCOc1ccc(NC(=O)Cn2c(=O)n(-c3ccccc3)c(=O)c3ccc(C(=O)NCc4ccc5c(c4)OCO5)cc32)cc1,-1%
COc1ccc(C(=O)N2CCCCC2c2cc(C(=O)Nc3ccc(OC)cc3C)no2)cc1 (configuration not stated),-10%
CN(C)c1ccc(/C=C/c2cnnc3ccccc23)cc1,-58%
CCCCC(=O)N(C)c1c(CC)nc2c(OCCOc3ccccc3)cccn12,2%
CCOC(=O)[C@]12CCC=C1N(Cc1ccccc1)C(=O)[C@H](CC(=O)NCc1cccc3ccccc13)C2,-4%

# Part of the list above, with bars between the fields:
SMILES | BRCA1 expr up
CCOC(=O)C1=CC[C@@H](c2ccccc2)N(S(=O)(=O)c2ccc(C)cc2)[C@H]1c1ccc(CC)cc1 | -17%
NCC(=O)c1c[nH]c2ccccc12 | 13%
Cc1ccc(CN2C(=O)C(C)Sc3ccc(C#N)cc32)cc1 (configuration not stated) | 8%
CC(O)(c1cccc(F)c1)c1nc(-c2cccc(C#N)c2)cs1 (configuration not stated) | -14%
COc1ccc2nc3oc(C(=O)NCc4ccccc4OC)cc3cc2c1 | 5%
NC(=O)c1cccc(-c2csc(C(O)c3cccc(Cl)c3)n2)c1 (configuration not stated) | 1%
Cn1c(=O)oc2cc(S(=O)(=O)N3CCC(C(=O)Nc4ccc(F)c(Cl)c4)CC3)ccc21 | 2%
CC(C)c1ccc(C(=O)Nc2cccc3cccnc23)cc1 | -25%
Cc1cc(C)cc(NC(=O)C2CCN(C(=O)c3cnn(-c4ccccc4)c3-n3cccc3)CC2)c1 | -22%
COC(=O)N1CCCCC1c1cc(C(=O)NCc2ccc(Cl)c(Cl)c2)no1 (configuration not stated) | -9%
Cc1ccccc1S(=O)(=O)NC(=O)C1(C)CCN1C(=O)c1c(C)noc1C (configuration not stated) | 13%
O=C(CCn1c(=O)c2ccccc2n(CC(=O)Nc2cccc(F)c2)c1=O)NCCc1ccccc1 | 3%
CCOC(=O)c1c(N)n(-c2ccccc2CC)c2nc3ccccc3nc12 | -20%
Cc1ccc(CN2CCC(CNC(=O)Nc3c(C)cccc3C)C2)cc1 (configuration not stated) | 0%
CC(=O)Nc1cccc(-c2nnc(SCC(=O)c3ccc([N+](=O)[O-])cc3)o2)c1 | 2%
Fc1ccc2[nH]c3c(NCc4ccco4)ncnc3c2c1 | -45%
CC[N+]1(CC(=O)c2cccs2)CCCCC1 | -4%
CCOc1ccc(NC(=O)Cn2c(=O)n(-c3ccccc3)c(=O)c3ccc(C(=O)NCc4ccc5c(c4)OCO5)cc32)cc1 | -1%
COc1ccc(C(=O)N2CCCCC2c2cc(C(=O)Nc3ccc(OC)cc3C)no2)cc1 (configuration not stated) | -10%
CN(C)c1ccc(/C=C/c2cnnc3ccccc23)cc1 | -58%
CCCCC(=O)N(C)c1c(CC)nc2c(OCCOc3ccccc3)cccn12 | 2%
CCOC(=O)[C@]12CCC=C1N(Cc1ccccc1)C(=O)[C@H](CC(=O)NCc1cccc3ccccc13)C2 | -4%

# (listing goes on)
SMILES,BRCA1 expr up
Cc1cc(C)cc(Cn2cc(CN3CC(N4CCN(CCN(C)C)CC4)CS3(=O)=O)nn2)c1 (configuration not stated),15%
CC1(C(=O)O)CCCN1C(=O)c1cccc(C(F)(F)F)c1 (configuration not stated),-4%
CCc1ccc(OCCCn2c(CCCNC(=O)C3CCCCC3)nc3ccccc32)cc1,10%
COc1ccc(NC(=O)[C@H](Cc2ccccc2)N2Cc3ccccc3C2=O)cc1OC,-9%
COCCNC(=O)C1(C)CCCN(Cc2ccc(-n3ccnc3)cc2)C1 (configuration not stated),2%
COc1ccc(CNC(=O)Nc2nc(C(N)Cc3ccc(F)cc3)cs2)cc1 (configuration not stated),-70%
CCc1nc2c(OCc3ccc(Cl)cc3)cccn2c1N(C)C(=O)c1ccc2c(c1)OCO2,-18%
COc1ccc(OC)c(NS(=O)(=O)c2cc3c(cc2Cl)N(C(C)=O)CCO3)c1,3%
CCC(CC)C(=O)N(C)c1c(C)nc2c(OCc3ccc(Cl)cc3Cl)cccn12,-47%
O=C(COc1ccc2oc3c(c2c1)CCCC3)Nc1ccc(Br)cc1,5%
CC1(C(=O)NS(=O)(=O)c2ccc(C#N)cc2)CCN1C(=O)C1(c2ccccc2)CCCC1 (configuration not stated),10%
CCOc1ccc(CCN2C(=O)C(=O)N([C@@H](Cc3ccc(O)cc3)CN3CCC[C@H]3CN3C(=O)C(=O)NC[C@@H]3Cc3ccc(O)cc3)C[C@@H]2Cc2ccccc2)cc1,12%
Nc1nc2c(ncn2[C@@H]2O[C@H](CNS(=O)(=O)C3CC3)[C@@H](O)[C@H]2O)c(=O)[nH]1,2%
Cc1nc2ccccc2c(=O)n1-c1ccc(NC(=O)c2cccc([N+](=O)[O-])c2)cc1,0%
COc1ccc(/C=C/C(=O)c2cc(C(=O)/C=C/c3ccc(OC)cc3)c(O)cc2O)cc1,23%
Cc1cc(Br)cn2c(Cc3cccc(Cl)c3)c(-c3ccco3)nc12,-7%
CCCNC(=O)c1cc(C2CCCN(S(=O)(=O)c3cccc4cccnc34)C2)on1 (configuration not stated),3%
COC(=O)N1CCCC(c2cc(C(=O)Nc3ccccc3Cl)no2)C1 (configuration not stated),9%
Cc1ccc(CNC(=O)Nc2nnc([C@H]3C[C@H](O)[C@@H](CO)O3)s2)cc1,12%
COc1ccc(C(=O)NC[C@H]2O[C@@H](n3cnc4c(N)ncnc43)[C@H](O)[C@@H]2O)cc1OC,4%
CC1=C(C(=O)N(C(C)C)C(C)C)CC(CC(=O)NC2CC2)C(=O)N1CCCN1CCCC1=O (configuration not stated),5%
CCc1nc2ccc(C(=O)N(C)Cc3ccccc3)cn2c1N(CC)CCN(C)C,4%
O=C(Nc1ccc2c(c1)OCCO2)C(CCc1ccccc1)N(Cc1ccccc1)Cc1ccccc1 (configuration not stated),-28%
COc1cccc(C(=O)N2CCC[C@@H]2C(=O)N2CCC[C@H]2C(=O)NCc2ccncc2)c1,10%
C=CCNc1ncnc2c1ncn2[C@H]1CN(C2CCCC2)C[C@@H](CO)O1,0%

# Next part
SMILES,BRCA1 expr up
COc1cc(OC)nc(Nc2nc(C(N)COCc3ccccc3)cs2)n1 (configuration not stated),-20%
Cn1c(OCC2CCCO2)nc2cc(-c3ccccc3)sc2c1=O (configuration not stated),33%
COc1ccc(CC(N)c2csc(NC(=O)NCCc3ccccc3)n2)cc1 (configuration not stated),-50%
CCC(C)NC(=O)Cn1c(=O)n(-c2ccc(C)c(C)c2)c(=O)c2c3c(sc21)CCCCC3 (configuration not stated),2%
O=C(Cc1ccc(Cl)cc1)NO,0%
CN(C)CCN1CCN(C2CN(Cc3cn(Cc4cccc(C(F)(F)F)c4)nn3)S(=O)(=O)C2)CC1 (configuration not stated),18%
Cc1ccccc1NCc1cccn1-c1nnc(N2CCOCC2)s1,0%
CCOC(=O)C1(C)CCN1C(=O)c1ccc(F)c(Cl)c1 (configuration not stated),-7%
CC(=O)Nc1cccc(-c2cc(NC(C)=O)c3ncc(-c4cccc(C(F)(F)F)c4)n3c2)c1,-13%
O=C(Cn1cc(S(=O)(=O)c2ccccc2)c(=O)c2cc3c(cc21)OCO3)Nc1ccccc1,-56%
CCOC(=O)[C@]12CCC=C1N(Cc1ccc(Cl)cc1Cl)C(=O)[C@H](CC(=O)N1CCOCC1)C2,16%
O=C(Nc1c(-c2ccc3c(c2)OCO3)[nH][nH]c1=O)c1cnccn1,-3%
CCc1ccccc1Nc1nn2c(=O)c3ccc(C(=O)NC(C)C)cc3nc2s1,14%
O=C(Nc1ccc(Cl)cc1)C1Cc2c(-c3ccccc3Oc3ccccc3)ccnc2O1 (configuration not stated),-7%
CCCCCCCCN1C(=O)[C@H](CC(=O)NCCCOC)C[C@@]2(C(=O)OC)CCCCC=C12,-21%
Cc1cccc(-c2noc(-c3ccc(NCc4cccnc4)c([N+](=O)[O-])c3)n2)c1,0%
COCCNc1nc(Nc2ccc(Cl)cc2F)c2sccc2n1,-31%
CC1(C(=O)NS(=O)(=O)c2cccc(C#N)c2)CCN1C(=O)CC1CC1 (configuration not stated),1%
CCCNC(=O)C1(C)CCCN(C/C=C/c2ccccc2)C1 (configuration not stated),0%
Oc1ccc(Br)cc1C1C=C(c2ccc3c(c2)OCO3)NC(c2ccc(Br)cc2)N1 (configuration not stated),0%
COC(=O)Cc1ccc(OC2(C)CCN(Cc3ccc(-c4ccccn4)cc3)C2)cc1 (configuration not stated),0%
CCOC(=O)c1ccc(N2C(=O)c3n[nH]c(-c4cccs4)c3C2c2ccc(OC)cc2OC)cc1 (configuration not stated),-41%
COc1cccc(CNC(=O)[C@@H]2CCCN2C(=O)[C@@H]2CCCN2C(=O)c2cccc(Cl)c2)c1,8%
CCCc1nn2c(=O)cc(COC(=O)c3cccs3)nc2s1,0%
CCOC(=O)Cn1c(=O)n(CC2CCCO2)c2nc(-c3c(F)cccc3Cl)nc(C(N)=O)c21 (configuration not stated),3%
CCOC(=O)C1=CCN(S(=O)(=O)c2ccc(C)cc2)C1c1cccc(Br)c1 (configuration not stated),-12%

# Screening data deposited in PubChem by National Center for Advancing Translational Sciences (NCATS).

# The list is partial; count on the stated rates, not on these rows.
